Assay outcomes (PubChem)
L3MBTL1 inh: blocks human L3MBTL1; AlphaScreen L3MBTL1–H3K9me1 peptide binding; Potency, µM (highest dose often 57.1 µM), without a hit: at the highest dose activity, negative = inhibition, hits mostly inhibitors; 0.66% of 230,000 active; AID 485360; active = well fitted inhibition curve with a large enough effect; also: nearly all actives have a fitted effect of over 60% in size
Target sequence (Q9Y468 whole entry, looked up): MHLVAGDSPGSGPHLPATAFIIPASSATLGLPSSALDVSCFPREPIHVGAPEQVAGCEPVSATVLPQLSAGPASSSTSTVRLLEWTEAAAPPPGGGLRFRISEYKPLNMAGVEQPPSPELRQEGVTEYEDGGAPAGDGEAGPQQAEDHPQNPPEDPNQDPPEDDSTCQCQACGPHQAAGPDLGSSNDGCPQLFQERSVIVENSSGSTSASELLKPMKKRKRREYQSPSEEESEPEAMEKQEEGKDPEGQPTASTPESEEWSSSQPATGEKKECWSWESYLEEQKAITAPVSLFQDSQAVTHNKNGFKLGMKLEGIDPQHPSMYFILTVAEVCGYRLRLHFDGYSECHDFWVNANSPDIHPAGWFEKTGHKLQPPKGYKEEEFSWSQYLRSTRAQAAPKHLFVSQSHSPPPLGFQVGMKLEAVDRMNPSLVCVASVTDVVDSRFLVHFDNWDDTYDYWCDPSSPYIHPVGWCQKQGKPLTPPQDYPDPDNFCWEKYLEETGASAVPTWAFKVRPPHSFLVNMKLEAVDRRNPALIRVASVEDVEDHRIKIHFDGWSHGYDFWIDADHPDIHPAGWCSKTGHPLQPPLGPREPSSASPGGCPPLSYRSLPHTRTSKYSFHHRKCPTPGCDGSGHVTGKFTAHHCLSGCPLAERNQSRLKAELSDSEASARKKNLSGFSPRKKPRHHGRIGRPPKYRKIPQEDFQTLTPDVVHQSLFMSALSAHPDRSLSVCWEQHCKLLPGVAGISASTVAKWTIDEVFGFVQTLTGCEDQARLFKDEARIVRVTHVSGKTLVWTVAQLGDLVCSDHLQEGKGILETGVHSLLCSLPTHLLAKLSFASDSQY
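L3MBTL1 50 nM + b-AHA-H3(1-15)K9me1 75 nM, 30 min RT; compound added, 30 min RT; streptavidin donor/Ni-chelate acceptor beads 10 ug/mL each final, 30 min RT dark; AlphaScreen read.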
* = called active by the depositor; [ ] = remark or other dose. % is scaled to controls: 0 for no effect and ±100 for the full control effect; potency is read from the fitted curve at half-maximal effect. Not all compounds are listed; count on the stated rates, not on these rows.

L3MBTL1 inh	canonical_smiles
-5.5%	COc1ccc(C2SCC(=O)N2Cc2ccccc2)cc1 (configuration not stated)
-0.9%	N#Cc1c(-c2ccccc2)cc(-c2ccccc2)nc1SCCC(=O)O
2.5%	O=C(COc1coc(CN2CCN(c3ccc(F)cc3)CC2)cc1=O)NC1CCCC1
8.3%	COc1ccc(NC(=O)CSc2n[nH]c(-c3ccncc3)n2)cc1Cl
0.5%	O=C(Nc1cccc(S(=O)(=O)Nc2ccccc2F)c1)c1ccco1
3.4%	Nc1nc(SCC(=O)N2CCCc3ccccc32)n[nH]1
-12.8%	CCOc1cc(/C=C2\SC(N)=NC2=O)ccc1O
6.5%	CC(C)(C)CN1CCNC[C@H]1Cc1ccc(O)cc1
-3.4%	Cc1ccc(C)c(C(C)NC(=O)C2CCCO2)c1 (configuration not stated)
7.3%	Nc1c(Cl)cc(Cl)cc1C(=O)OCC(=O)N1CCCC1=O
-9.4%	Cc1cccc(OCC(=O)NCC(c2ccco2)N2CCCC2)c1 (configuration not stated)
0.5%	CC1CCCC(C)N1C(=O)COC(=O)Cn1cnc2c1c(=O)n(C)c(=O)n2C (configuration not stated)
-12.0%	Cc1cc(C)c(NC(=O)CNC(=O)Cc2sc(C)nc2-c2ccc(F)cc2)c(C)c1
-9.7%	COc1ccccc1-c1noc(Cn2cc(S(=O)(=O)N3CCCC3)ccc2=O)n1
-15.8%	Cc1cc(C(=O)CSc2nc(N)cc(=O)[nH]2)c(C)n1CC1CCCO1 (configuration not stated)
-7.4%	O=C(c1ccc(S(=O)(=O)N2CCCC2)cc1)N1CCCC(C(F)(F)F)C1 (configuration not stated)
2.1%	CCCCN(C(=O)c1ccc(NC2CC2)c([N+](=O)[O-])c1)c1c(N)n(CC(C)C)c(=O)[nH]c1=O
1.1%[2.29 µM]	COc1ccc(C=O)cc1CN1C(=O)c2ccccc2C1=O
-9.4%	O=C(COc1cccnc1[N+](=O)[O-])Nc1cccc2ccccc12
-4.3%	CC(=O)N(CCc1ccccc1)Cc1cc2cc(C)ccc2[nH]c1=O
-0.9%	CCc1ccccc1NC(=O)C1CCCN(S(=O)(=O)c2ccc3c(c2)CC(C)N3C(C)=O)C1 (configuration not stated)
19.6%	CC(OC(=O)/C(C#N)=C/c1ccc(N(C)C)cc1)C(=O)N(C)c1ccccc1 (configuration not stated)
1.1%	COc1cc(OC)cc(C(=O)NNC(=O)C2CSC3(C)CCC(=O)N23)c1 (configuration not stated)
3.3%	Cc1noc(C)c1S(=O)(=O)N(C)C[C@H]1Oc2c(NS(=O)(=O)c3cn(C)cn3)cccc2C(=O)N([C@H](C)CO)C[C@@H]1C
-2.7%	Cc1ccc(CN(C)C(=O)CN2C(=O)NC3(CCCc4ccccc43)C2=O)c(C)c1 (configuration not stated)
0.3%	Cc1ccc(NC(=O)C(C)Sc2nc3nc(C)cc(C)n3n2)cc1 (configuration not stated)
7.94µM*	CCOC(=O)C1=C(COC(=O)/C=C/c2ccco2)NC(=O)NC1C (configuration not stated)
1.8%	Cc1cc(S(=O)(=O)Nc2ccc(C(=O)NCCCN3CCCC3=O)cc2)ccc1F
1.7%	N/C(=N\OCC(=O)Nc1ccc(F)c(Cl)c1)c1ccccc1
-1.8%[2.29 µM]	O=C(O)CCNC(=O)/C(=C/c1ccco1)NC(=O)c1ccco1
3.3%	Cc1cc(NC(=O)C(C)SCC(=O)N(C)Cc2ccccc2F)no1 (configuration not stated)
5.3%	COc1cccc(NC(=O)CN(C)C(=O)c2ccc(NS(=O)(=O)c3ccc(F)cc3)cc2)c1
-7.5%	S=c1sc2ccccc2n1CCc1ccncc1
8.7%	CCOC(=O)c1c(C)nsc1NC(=O)c1ccco1
1.5%[2.29 µM]	COc1ccc(NC(=O)CCN2CCN(Cc3ccccc3)CC2)c(OC)c1
-0.5%	O=C(N[C@@H]1CCC(=O)N(CC[C@H](Sc2ccccc2)c2ccccc2)CC1)OCc1ccccc1
-6.2%	Cc1cccc(NS(=O)(=O)c2cccc(C(=O)NCCCN3CCOCC3)c2)c1
5.5%	COCCn1c(SCC(=O)N2CCCC2=O)nc2sc(C)c(C)c2c1=O
-2.2%	O=C(Nc1ccc(Cl)cc1)c1ccc(CN2CCc3ccccc3C2)cc1
0.0%	CC(NC(=O)c1ccc(NC(=O)CC2SC(N3CCCC3)=NC2=O)cc1)c1ccc(S(N)(=O)=O)cc1 (configuration not stated)

Of the compounds above, these contain a nitro group on carbon:
L3MBTL1 inh	canonical_smiles
2.1%	CCCCN(C(=O)c1ccc(NC2CC2)c([N+](=O)[O-])c1)c1c(N)n(CC(C)C)c(=O)[nH]c1=O
-9.4%	O=C(COc1cccnc1[N+](=O)[O-])Nc1cccc2ccccc12

Going on with the list.
L3MBTL1 inh	canonical_smiles
-9.9%	Cc1ccc(NC(=O)C(C)OC(=O)c2ccc(NC(=O)CC#N)cc2)cc1S(=O)(=O)N1CCOCC1 (configuration not stated)
4.7%	CN(C)C(CNC(=O)c1cccs1)c1ccco1 (configuration not stated)
3.2%	Cn1c(N)c(C(=O)CSc2n[nH]c(N)n2)c(=O)n(C)c1=O
-2.3%	C[C@@]12C(=O)N(CC3CCCO3)CC(=O)N1[C@H]1c3cc(Cl)ccc3OC[C@@H]1[C@@H]2c1ccccc1 (some centres not stated)
0.9%	O=C(COC(=O)CSc1ccc(F)cc1)NNC(=O)c1ccc([N+](=O)[O-])cc1
25.1µM*	O=C(CSc1nc(=O)n2cc(Cl)ccc2n1)Nc1cccc2ccccc12
24.5%	CCOC(=O)C1CN(S(=O)(=O)c2ccc(C)cc2)c2ccccc2O1 (configuration not stated)
3.9%	Cc1cc(Cn2nc(C(=O)NCC3CC3)cc2-c2ccccc2)on1
-5.2%	O=C(CCSc1ccc(Cl)cc1)N1CCN(S(=O)(=O)c2ccccc2)CC1
7.0%	Cc1c(C(=O)N2CCC3(CC2)CC(=O)c2ccccc2O3)cccc1[N+](=O)[O-]
5.1%	CN1CCN(S(=O)(=O)c2ccc(N(C)Cc3cccc(F)c3)nc2)CC1
-9.0%	Cc1cc(C)c2nc(N(CCCN(C)C)C(=O)c3ccc(S(=O)(=O)N4CCCCCC4)cc3)sc2c1
-3.2%	Cc1ccc(S(=O)(=O)/N=C(/Nc2ccc([N+](=O)[O-])cc2[N+](=O)[O-])c2ccccc2)cc1
-2.1%	O=C(CN1CCN(C(=O)c2cccc(S(=O)(=O)N3CCCC3)c2)CC1)Nc1cccc(F)c1
-15.5%	COc1ccc(-c2cc(C(=O)Nc3ccc(C)c(N)c3)c3ccccc3n2)cc1
-5.7%	CCN(CC(=O)Nc1c(F)cccc1F)C(=O)C1CC1
-7.9%	CC(C)C1=CC(=Nc2ccc(S(N)(=O)=O)cc2)C=C(C(C)C)C1=O
-4.2%	CCN1C(=O)C(=O)N(CC(=O)c2cc(C)n(C3CC3)c2C)C1=O
2.2%	CCN(CC)C(=O)c1nc[nH]c1C(=O)N(C)Cc1ccccc1
-3.1%	COc1cccc(CNC(=O)Cn2ncn3cccc3c2=O)c1OC
12.4%	CCOc1ccccc1C(=O)Nc1cccc2ccccc12
0.8%	CC1CCCCC1NC(=O)c1cccc(NC2=NC3CS(=O)(=O)CC3S2)c1 (configuration not stated)
-3.8%	Cc1nn(C)c(C)c1NS(=O)(=O)c1ccccc1Cl
1.9%	Cc1ccc[n+](CC(=O)c2ccc(Br)cc2)c1
3.1%	C[C@]12c3[nH]c4ccccc4c3CCN1C(=O)C(CC(=O)NCCN1CCOCC1)C[C@@H]2C(=O)N1CCOCC1 (some centres not stated)
7.4%	CCOC(=O)c1cnc(SCC(=O)OCC(=O)N(CC)C2CCS(=O)(=O)C2)nc1N (configuration not stated)
7.6%	Cc1ccc(S(=O)(=O)N2CCOCC2)cc1NC(=O)COC(=O)Cn1c(C)csc1=O
-2.3%	COc1ccc([N+](=O)[O-])cc1NC(=O)C(C)OC(=O)C1CC(=O)N(Cc2ccco2)C1 (configuration not stated)
-5.4%	COc1ccc(/C=N\N2CCN(Cc3ccccc3Cl)CC2)cc1
-19.9%	O=[N+]([O-])c1ccc(-c2c(-c3ccccc3)ncc3ccc(F)cc23)cc1
0.2%	COc1cccc(C(=O)N2CCN(c3ccccn3)CC2)c1
4.6%[2.29 µM]	O=C(Nc1cc([N+](=O)[O-])ccc1Cl)c1cccnc1
1.1%	C[C@@H]1COC(=O)[C@H](CC(=O)OC(C)(C)C)C/C=C\C[C@@H](CC(=O)N(CCO)Cc2ccccc2)C(=O)N1
-10.5%	O=S(=O)(Nc1ccc(-n2cnnn2)cc1)c1ccc(Cl)s1
4.1%	O=C(Nc1cccc(F)c1)c1cccnc1
-6.3%	CCN(CCCNC(=O)CCC(=O)N1CCOc2ccccc21)Cc1ccccc1
-1.8%	COCCN(C(=O)CSc1n[nH]c(-c2ccccc2)n1)c1c(N)n(CC(C)C)c(=O)[nH]c1=O
1.9%	Cc1ccc(NC(=O)CN(C)C(=O)CCC(=O)N2CCOCC2)cc1
0.6%	Cc1ccc(S(=O)(=O)CCC(=O)OCC(=O)NNC(=O)c2ccc([N+](=O)[O-])cc2)cc1
2.1%	CCN(CC(=O)NCc1cccs1)C(=O)COc1ccc(C(C)=O)cc1
-8.8%	NC(=O)CC(NC(=O)c1cccc(Br)c1)c1ccc(N2CCN(c3ccccn3)CC2)c([N+](=O)[O-])c1 (configuration not stated)
11.6%	Cn1c(=O)c(C(=O)NCc2ccccc2)c(O)c2ccccc21
-13.5%	CCOc1ccccc1NC(=S)N1CCN(c2ccc(OC)cc2)CC1
-7.5%	COc1cc(C(=O)NNC(=O)/C=C/c2ccco2)cc(OC)c1OC
3.2%	Cc1ccc(S(=O)(=O)N(C)c2ccc(OCC(=O)N3CCCC(C(F)(F)F)C3)cc2)cc1 (configuration not stated)
7.2%	O=C(CN1CCN(C(=O)C2CC2)CC1)Nc1cc(C(F)(F)F)cc(C(F)(F)F)c1
4.0%	Cn1c(=O)[nH]c(=O)c2c1nc(SCCCO)n2CCCc1ccccc1
-2.6%	Cc1cccc(N2C(=O)N3[C@H](c4ccc(Br)cc4)[C@@H]4C(=O)N(C(C)(C)C)C(=O)[C@@H]4[C@]3(C)C2=O)c1
-2.3%	Cc1cccc(C)c1NC(=O)CN1CCN(C(=O)C2CCC2)CC1
-5.0%	Cc1ccccc1OCC(=O)OC(C)C(=O)NC1CCCC1 (configuration not stated)
-2.9%	O=C(NC1CCCCC1)c1cc(S(=O)(=O)N2CCN(c3ccccc3)CC2)ccc1Cl
1.1%	O=C(C[C@@H]1C/C=C\C[C@@H](Cc2ccc(F)cc2)C(=O)OCCNC1=O)N[C@H](CO)Cc1ccccc1
1.5%	Cc1cccc(NC(=O)Cc2c(F)cccc2Cl)n1
-4.5%	CC(C)C(=O)N1CCN(c2ccccc2NC(=S)NC(=O)/C=C/c2ccco2)CC1
1.1%	COc1cccc(OC)c1C(=O)NCCOc1cc(C)cc(C)c1
-0.3%	COC(=O)C(Cc1ccc(O)cc1)NC(=O)NC12CC3CC(CC(C3)C1)C2 (configuration not stated)
30.5%[activator]	CC(C)CN(C(=O)CSc1nncn1C)C1CCS(=O)(=O)C1 (configuration not stated)
-7.3%	O=[N+]([O-])c1ccc(N(CCO)Cc2ccccc2)c([N+](=O)[O-])c1
-2.4%	COC(=O)[C@]1(Cc2ccccc2)N[C@H](CN(C)C(=O)Nc2ccccc2)[C@@H]2C(=O)N(Cc3ccccc3)C(=O)[C@@H]21
-4.0%	CC(OC(=O)C1CC(=O)N(Cc2ccccc2)C1)C(=O)Nc1ccccc1[N+](=O)[O-] (configuration not stated)

3 compounds out of the list, arranged by length of the SMILES, smallest number first:
L3MBTL1 inh	canonical_smiles
1.5%	Cc1cccc(NC(=O)Cc2c(F)cccc2Cl)n1
-0.3%	COC(=O)C(Cc1ccc(O)cc1)NC(=O)NC12CC3CC(CC(C3)C1)C2 (configuration not stated)
-7.3%	O=[N+]([O-])c1ccc(N(CCO)Cc2ccccc2)c([N+](=O)[O-])c1

Fetched one by one from the list above:
L3MBTL1 inh	canonical_smiles
-7.5%	COc1cc(C(=O)NNC(=O)/C=C/c2ccco2)cc(OC)c1OC
-2.4%	COC(=O)[C@]1(Cc2ccccc2)N[C@H](CN(C)C(=O)Nc2ccccc2)[C@@H]2C(=O)N(Cc3ccccc3)C(=O)[C@@H]21
-8.8%	NC(=O)CC(NC(=O)c1cccc(Br)c1)c1ccc(N2CCN(c3ccccn3)CC2)c([N+](=O)[O-])c1 (configuration not stated)
-4.0%	CC(OC(=O)C1CC(=O)N(Cc2ccccc2)C1)C(=O)Nc1ccccc1[N+](=O)[O-] (configuration not stated)
-2.9%	O=C(NC1CCCCC1)c1cc(S(=O)(=O)N2CCN(c3ccccc3)CC2)ccc1Cl

(list continues)
L3MBTL1 inh	canonical_smiles
2.4%	O=C(O)c1ccc(S(=O)(=O)N2CCSCC2)cc1
-15.5%	Cc1ccc(C)c(N2N=C(C(=O)NCCN3C(=O)S/C(=C\c4cccnc4)C3=O)CCC2=O)c1
-10.7%	OCC1(CCc2ccccc2)CCCN(C/C=C/c2ccccc2)C1 (configuration not stated)
-5.8%	COc1ccc(S(=O)(=O)N2CCOCC2)cc1NC(=O)CN1CCCc2ccccc21
-3.6%	O=C(NCCC1CCCCN1S(=O)(=O)c1cccs1)C(=O)NCc1ccccc1 (configuration not stated)
-9.7%	COC(=O)[C@]1(CC(C)C)N[C@H](c2ccc(-c3ccc4c(c3)OCO4)cc2)[C@@H]2C(=O)N(C)C(=O)[C@@H]21
1.2%	C=CCC[C@@H](Cc1ccc(F)cc1)C(=O)O[C@H](CNC(=O)[C@@H](CC=C)CC(=O)N[C@H](CO)Cc1ccccc1)c1ccccc1
9.9%	COc1cccc(N/C(N)=N/c2nc(C)cc(=O)[nH]2)c1
-0.7%	COc1cccc(NS(=O)(=O)c2ccc3c(c2)CC(=O)N3)c1
4.9%	COc1ccccc1S(=O)(=O)Nc1ccc(S(=O)(=O)Nc2nccs2)cc1
-5.5%[2.29 µM]	COc1cc2c(cc1OC)C(c1ccccc1[N+](=O)[O-])N(C(C)=O)CC2 (configuration not stated)
